CCT chaperon mod: High-Throughput Screening for Modulators of Cytosolic Chaperonin Activity; purified chaperonin ATPase assay, HTRF ADP detection, 30 min; activity change, % (no concentration beside the values), hits read low; hit rate 0.3% among 360,000; AID 651819, 2012; in the data active means activity change below about -30%; further: on the % scale 0 is the no-effect control and ±100 the full control effect
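Nucleotide hydrolysis assay: TRiC at 20–40 nM final (set by batch activity) with 10 uM ATP, 30 min at 37 °C, in presence of 76 uM compound. Detection by competitive ADP HTRF, 30 min ambient.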
pAkt inh: HTS Assay for Inhibitors of Akt Phophorylation: Primary Screen; AID 651550, 2012; hit rate 0.32% among 360,000; activity change, % for hits at 50 µM; Neuro2A IGF-stimulated pAkt S473 HTRF, 20 min; stronger effect = lower value; in the data active means activity change below about -80%; inconclusive means mostly about -51% to -80%; further: on the % scale 0 is the no-effect control and ±100 the full control effect
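Neuro2A cells (4,500/well, DMEM with 0.5% FBS) were treated with compound at a single 50 µM final concentration, stimulated with 6 nM IGF for 20 min at 37 °C, and lysed. Phospho-Akt Ser473 was read by HTRF as 665/615 ratio ×10^4.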
A549 tox: Nrf2 qHTS screen for inhibitors: counterscreen for cytotoxicity; Potency, µM (titrated, usually from 46 µM), inactives show top-dose activity change, negative = cytotoxicity, hits mostly inhibitors; hit rate 0.16% among 390,000; A549 ARE-Fluc cells, CellTiter-Fluor viability, 18-24 h; further: potency means the concentration at half of the fitted maximal effect; on the % scale 0 is the no-effect control and ±100 the full control effect
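A549 ARE-Fluc cells in 5% FBS OPTI-MEM, 5000 cells/well, rested 2 h then exposed to compounds in concentration-response for 18-24 h at 37 °C. Viability by CellTiter-Fluor fluorescence (Ex 405/Em 525) after 30 min; luciferase luminescence (BugLite, 15 min, RT) read afterwards.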
Nrf2 ARE act: qHTS of Nrf2 Activators | AREc32 ARE-luciferase reporter (MCF7-derived line), luminescence, 24 h | Potency, µM (top dose mostly 46.1 µM), for inactives: at the top dose activation, usual class: activators | hit rate 0.31% among 410,000 | AID 624171, 2012; further: potency means the concentration at half of the fitted maximal effect; % of control where 0% means no effect; nearly all actives have a fitted effect of over 65% in size
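For detection, Steady-Glo was added and plates sat 30 min at RT; before that, AREc32_Fluc cells grown overnight in OPTI-MEM/5% FBS had been treated with 23 nL compound for 24 hr at 37 deg C.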
Mm-Cpn inhibitor: Inhibitors of TCP-1 ring complex (TRiC) of Methanococcus maripaludis (MmCpn): qHTS; Chaperonin Mm-Cpn (Methanococcus maripaludis); purified Mm-Cpn ATPase, ADP Transcreener TR-FRET; hit rate 0.031% among 330,000; Potency, µM (highest dose often 76.9 µM), for the others: at the highest dose activity, negative = inhibition, usual class: inhibitors; further: potency means the concentration at half of the fitted maximal effect; on the % scale 0 is the no-effect control and ±100 the full control effect; nearly all actives have a fitted effect of over 80% in size
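Purified archaeal Mm-CPN (25nM final) preincubated 10 min at 37degC with compound, then 10uM ATP for 30 min at 37degC; ADP measured by HTRF Transcreener TR-FRET; buffer 30 mM TRIS pH 7.4, 100mM KCl, 5mM MgCl2, 1mM DTT.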
HepG2 tox: qHTS for Inhibitors of TGF-b: Cytotox Counterscreen. HepG2 CAGA-GFP viability, ATP luminescence, 18 h. Potency, µM (highest dose often 46.1 µM), without a hit: at the top dose activity change, negative = cytotoxicity, usual class: cytotoxic. hit rate 0.76% among 410,000. AID 588856, 2011; further: potency means the concentration at half of the fitted maximal effect; some results filed as inactive show a strong effect at the top dose
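HepG2 CAGA-GFP cells (1000/well, DMEM with 1% FBS) received compound, then TGF-beta at 500 pg/mL final, and were incubated 18 hours at 37 degrees C. Viability was read by CellTiter-Glo luminescence. Media-only wells were set as complete cell-killing and DMSO as no toxicity.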
TGFb inhibitor: qHTS for Inhibitors of TGF-b | HepG2 CAGA-GFP TGF-b/SMAD3 reporter, GFP fluorescence, 18 h; TGF-beta stimulated, 500 pg/mL final | Potency, µM (titrated, usually from 46.1 µM), without a hit: at the highest dose activity, negative = inhibition, actives largely listed as inhibitors | hit rate 1.2% among 410,000 | AID 588855, 2011; further: potency means the concentration at half of the fitted maximal effect; on the % scale 0 is the no-effect control and ±100 the full control effect; nearly all actives have a fitted effect of over 65% in size
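Per well, imaged GFP fluorescence of HEPG2 CAGA-GFP cells gives the signal; cells get compound, then TGF-beta (500 pg/mL final), 18 h at 37 degrees C; %Activity versus -TGF-beta and +DMSO controls.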
Abeta yeast res: qHTS for compounds that reverse cellular toxicity of Amyloid beta (A-beta) peptide in yeast: Primary Screen; hit rate 0.063% among 410,000; AID 1347071, 2019; Potency, µM (titrated, usually from 46.1 µM), inactives show at the highest dose growth rescue, usual class: activators; yeast expressing A-beta42, growth rescue, OD600, 48 h; response scale: 0% DMSO, 100% iron-clioquinol control; further: potency means the concentration at half of the fitted maximal effect; nearly all actives have a fitted effect of over 55% in size
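Growth rescue measured by 600 nm absorbance after 48 h yeast culture at 30 C with compound. Values normalized between DMSO and an equimolar ferric chloride plus clioquinol control.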
Nrf2 inh: Nrf2 qHTS screen for inhibitors | A549 ARE-Fluc reporter, luciferase luminescence, 18-24 h | AID 504444, 2011 | hit rate 2.1% among 360,000 | Potency, µM (doses to about 46 µM), inactives show at the highest dose activity change, negative = inhibition, actives largely listed as inhibitors; further: potency means the concentration at half of the fitted maximal effect; on the % scale 0 is the no-effect control and ±100 the full control effect; nearly all actives have a fitted effect of over 60% in size
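Nrf2 function is reported as luminescence of an ARE-controlled luciferase in A549 cells. Compounds were tested at several concentrations, and a CellTiter-Fluor read on the same wells flagged cytotoxicity.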
The depositor's hits bear a star; i = inactive; u = inconclusive; x = not tested or not shown; & = joins results of further samples; [ ] = remark or other dose. Unless noted, the call rests on the fitted dose curve; in most records, active means well fitted curve in the direction sought with a large enough effect; inconclusive means small, poorly fitted or top-dose-only effect, or another doubt; inactive means no such curve, though single readings can be large; an effect the other way counts as inactive or inconclusive.

Each structure is followed by: CCT chaperon mod | pAkt inh | A549 tox | Nrf2 ARE act | Mm-Cpn inhibitor | HepG2 tox | TGFb inhibitor | Abeta yeast res | Nrf2 inh
- Cc1cccc(C)c1NC(=O)CN(C)C(=O)CSCc1c(C)noc1C
→ 0.9 | i | -1.0% | 0.0% | -0.3% | -7.8% | -14.4% | -3.1% | -18.0%
- CCOc1ccccc1NS(=O)(=O)c1cccc2nsnc12
→ -4.9 | x | -5.5% | 0.8% | 0.9% | -13.6% | -1.4% | -6.3% | -5.2%
- CCc1ccc(C(=O)NNC(=O)CCN2CCN(Cc3ccccc3)CC2)cc1
→ 0.1 | i | 0.2% | 0.2% | -3.2% | 0.0% | -2.5% | -5.5% | 4.8%
- O=C(Nc1ccccc1)N1CCC(C(=O)N2CCN(S(=O)(=O)c3cccc(F)c3)CC2)CC1
→ 0.1 | i | 6.2% | 0.2% | 0.3% | 0.1% | 11.4% | 19.7% | 9.3%
- COCC(C)NC(=O)c1cc2c(ccc3ccccc32)oc1=O (stereo not given)
→ -1.4 | i | 9.8% | 10.4% | -28.1% | -22.2% | -6.0% | -14.4% | -7.7%
- CSCC(=O)N1CCCC(CO)(CCCc2ccccc2)C1 (stereo not given)
→ -0.7 | i | 10.8% | -0.1%[9.22 µM] | 1.1% | 2.9% | 13.5% | 10.0% | 5.0%
- COc1cccc(/C=N\NC(C)=O)c1OC/C=C/c1ccccc1
→ -1.5 | i | -1.2% | -0.5% | 1.8% | -31.1% | u | -2.4% | 0.5%
- COc1ccc(C(=O)NCCCOc2cccnc2)cc1OC1CCN(C(C)=O)CC1
→ -0.7 | i | -0.8% | 0.2% | -5.8% | -0.4% | -17.8% | 5.0% | -13.6%
- O=C(Nc1cc(Cl)ccc1F)c1ccc(-n2cncn2)c([N+](=O)[O-])c1
→ -2.8 | i | -3.1% | 1.8% | -0.5% | 1.7% | 7.6% | 5.6% | u
- CC(=O)c1ccc(OCC(=O)NCC(c2ccco2)N2CCCCC2)cc1 (stereo not given)
→ -0.6 | i | 0.5% | 0.0% | 0.5% | -1.4% | 4.5% | -20.9% | 5.9%
- CCOC(=O)Oc1ccc(C(=O)OCCCN(C)C)cc1OC
→ 0.8 | i | -1.0% | 2.2% | 1.6% | -3.3% | -2.1% | 5.5% | 12.6%
- Cc1ccc(C)c(N2CCN(CCCNC(=O)c3cnn(-c4ccccc4Cl)c3C3CCN(C(=O)OC(C)(C)C)CC3)CC2)c1
→ x | x | u | 5.0% | x | -112.4% | u | 6.1% | u
- O=C(CCc1ccccc1)N[C@@H]1c2ccccc2CC[C@@H]1OCc1ccccc1
→ -0.9 | i | 6.0% | -0.6% | -2.8% | 9.8% | 1.8% | -8.7% | -0.4%
- CC1CCCC(C)N1C(=O)COC(=O)c1ccc(F)c(S(=O)(=O)N2CCOCC2)c1 (stereo not given)
→ -3.0 | i | 5.1% | 2.5% | 2.0% | 5.3% | -10.0% | 10.4% | -6.1%
- O=C(CSc1nnc(-c2ccc(Cl)cc2)n1-c1ccccc1)N/N=C/c1ccccc1C(=O)O
→ -1.6 | i | 6.7% | -1.9% | 1.4% | -10.5% | 4.3% | 4.4% | 19.3%
- Cc1c(Cc2c(Cl)cccc2Cl)c(=O)ccn1C(C)c1ccccc1 (stereo not given)
→ -0.2 | i | -11.6% | 0.2% | 0.2% | 21.7% | -2.0% | -1.4% | -16.8%
- CC(=O)OCc1c(F)c(F)c(-n2nc(C)cc2C)c(F)c1F
→ -1.5 | i | 15.3% | -0.2% | 0.0% | 4.7% | -4.9% | 4.4% | x
- Cc1ccc(NC(=O)CN(C)C(=O)Cc2ccc3c(c2)CCC3)cc1
→ 0.6 | i | -8.1% | -0.2% | -1.1% | 6.5% | 5.1% | u | -21.8%
- Cc1cc(C)c(S(=O)(=O)N2CCN(c3ccccc3)CC2)c(C)c1
→ 0.5 | i | 15.8% | -0.1% | -0.5% | -25.1% | u | 11.6% | 9.6%
- Cc1ccc(/C=N\NC(=O)CC(=O)NCCc2ccccc2)cc1
→ -3.1 | i | -3.8% | -0.3% | -0.2% | -1.3% | -2.0% | 0.3% | -6.4%

Grouped by structure: those above containing an aryl methoxy group.
Each structure is followed by: CCT chaperon mod | pAkt inh | A549 tox | Nrf2 ARE act | Mm-Cpn inhibitor | HepG2 tox | TGFb inhibitor | Abeta yeast res | Nrf2 inh
- COc1cccc(/C=N\NC(C)=O)c1OC/C=C/c1ccccc1
→ -1.5 | i | -1.2% | -0.5% | 1.8% | -31.1% | u | -2.4% | 0.5%
- COc1ccc(C(=O)NCCCOc2cccnc2)cc1OC1CCN(C(C)=O)CC1
→ -0.7 | i | -0.8% | 0.2% | -5.8% | -0.4% | -17.8% | 5.0% | -13.6%
- CCOC(=O)Oc1ccc(C(=O)OCCCN(C)C)cc1OC
→ 0.8 | i | -1.0% | 2.2% | 1.6% | -3.3% | -2.1% | 5.5% | 12.6%

Next part
Each structure is followed by: CCT chaperon mod | pAkt inh | A549 tox | Nrf2 ARE act | Mm-Cpn inhibitor | HepG2 tox | TGFb inhibitor | Abeta yeast res | Nrf2 inh
- Cc1ccc(NC(=O)C2CC(=O)N(C(C)C)C2)cc1C (stereo not given)
→ 2.8 | i | 12.8% | 2.3% | 0.1% | 1.8% | -7.0% | -5.5% | 0.9%
- C[C@@H](NS(=O)(=O)c1ccc(Br)cc1F)[C@@H](O)c1ccccc1
→ -1.5 | i | 0.5% | 0.3% | -0.7% | 3.2% | -3.0% | 10.7% | 6.6%
- Cc1ccc(S(=O)(=O)Nc2ccccc2C(=O)N2CCCCC2C)c(C)c1NS(C)(=O)=O (stereo not given)
→ 0.1 | i | -11.1% | -0.8% | 2.2% | -24.4% | 7.5% | -2.3% | -7.7%
- COc1ccccc1NC(=O)CSc1ncc2c(n1)-c1cc(Cl)ccc1N(Cc1ccccc1)S2(=O)=O
→ x | x | 13.0% | 5.0% | x | -5.3% | -0.6% | -16.8% | 6.2%
- O=C(N/N=C/c1sc(=O)n(-c2ccccc2)c1Cl)c1ccncc1
→ -1.4 | i | -1.1% | u | -23.7% | 8.6% | 2.3% | -12.9% | u
- CCCN(Cc1cc2ccc(C)cc2[nH]c1=O)C(=O)c1cccnc1
→ 0.5 | i | -3.8% | -0.9% | -3.6% | -2.6% | -0.6% | -7.9% | 6.7%
- COc1ccc(S(=O)(=O)N2CCN(C)CC2)cc1Br
→ -1.4 | i | -0.1% | 0.8% | -0.6% | -30.1% | -21.0% | 2.5% | -8.9%
- COc1cccc(CNC(=O)Cn2ccc3cc(S(=O)(=O)N4CCCC4)ccc32)c1
→ -0.5 | i | -0.3%&10.5% | 3.2%&0.7% | -0.4% | -1.6%&-27.1% | u | 2.2%&-13.6% | 4.9%
- O=C(c1cccnc1Cl)N1CCOCC1
→ -3.4 | i | 2.2% | 0.2% | 3.4% | 3.8% | -17.4% | -4.1% | 1.8%
- COc1ccc(/C=N/NC(=O)c2ccc3c(c2)OCCO3)c(OC)c1
→ -2.0 | i | 6.1% | 3.1% | -1.5% | -9.7% | 23.7% | 1.7% | -2.0%
- COc1ccc(C(CC(=O)Nc2cc(C)ccn2)N2Cc3ccccc3C2=O)cc1 (stereo not given)
→ -0.2 | i | -9.2% | 2.7% | 0.8% | -11.3% | -3.5% | 9.3% | 5.0%
- CCn1nnnc1SCC(=O)Nc1nc2ccccc2s1
→ 0.1 | i | -1.0% | 6.3% | -0.4% | -2.5% | 1.0% | -24.5% | 1.7%
- COc1ccc(NC(=O)c2cc(S(=O)(=O)N3CCCCC3)cn2C)cc1Cl
→ x | x | 7.5% | -0.5% | x | -4.4% | u | -20.1% | x
- O=C(Nc1ccc(Cl)cc1)c1cc2c(cc1O)[nH]c1ccccc12
→ -3.7 | i | -27.7% | 2.9% | -1.0% | -45.0% | 6.31µM* | -44.0%[inhibitor] | u
- Nc1nnc(SCC(=O)N2CCCCC2)s1
→ -2.0 | i | -3.3% | 0.2% | 1.1% | -1.1% | 5.7% | 10.2% | -0.3%
- COc1ccc(CCN2C(=O)c3[nH]nc(-c4ccccc4O)c3C2c2ccc(OC)c(OC)c2)cc1 (stereo not given)
→ x | x | -14.0% | -0.7% | x | -27.6% | u | 12.0% | 3.8%
- COc1ccc(OC)c2[nH]c(=O)c(CCNC(=O)C(=O)c3c[nH]c4ccccc34)cc12
→ 1.1 | i | -9.6% | 2.8% | 3.7% | -5.8% | 3.7% | -1.9% | -13.9%
- O=C1NN(c2cccc(Br)c2)C(=O)/C1=C\c1ccc(N2CCOCC2)cc1
→ -4.2 | i | 0.2% | -0.6% | 0.4% | 13.1% | 0.7% | 1.6% | -15.2%
- O=S(=O)(CC(CN1CCCCC1)N1CCCCC1)c1ccccc1 (stereo not given)
→ -0.6 | i | u | -0.1% | 1.2% | 17.8µM* | 10µM* | -12.0% | 18.4µM*

Screening data deposited in PubChem by National Center for Advancing Translational Sciences (NCATS).
